# Pf Dd2 growth = blocks in vitro growth of P. falciparum Dd2 | P. falciparum Dd2 growth, SYBR Green, 72 h | 120,000 tested, 4.3% active | AID 1347417 | Potency, µM (series often up to 28.9 µM), for the others: at the highest dose activity, negative = inhibition, usual class: inhibitors; active = well fitted inhibition curve with a large enough effect; inconclusive = small, poorly fitted or top-dose-only effect; inactive = no such curve, though single readings can be large or run the other way;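 note: plate controls were DMSO vehicle for no effect and reference drug for full effect; nearly all actives have a fitted effect of over 65% in size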
#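 Readout: SYBR Green fluorescence, 485 nm excitation, 535 nm emission, after ~16 h lysis at 37C. Before that, Dd2-infected red cells (2.5% hematocrit) grew 72 h with compound, 29 uM top final concentration.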
# Active calls of the source: *; i = inactive; ? = inconclusive; [ ] = dose if it differs, or a comment. Potency is the fitted concentration of half-maximal effect. The list is partial. The share of hits here may be higher or lower than overall.
Compound	Pf Dd2 growth
COC(=O)c1ccc(C2Nc3c(C)cc(C)cc3C3C=CCC32)cc1 (stereo not drawn)	?
COc1cccc(-c2ccccc2NC(=O)C2CCN(C/C(C)=C/c3ccccc3)CC2)c1	8.9µM*
CCOc1ccc(CC(=O)N2CCC(Cc3nc(C(C)C)no3)CC2)cc1	-24%
CCOC(=O)CN1C(=O)c2ccccc2Sc2ncccc21	31%[activator]
COc1ccc(-c2cc(N3CCCC(NC(=O)c4cccc(C#N)c4)C3)n[nH]2)cc1 (stereo not drawn)	?
C[C@@H](NC(=O)C1=C[C@@H](NC(=O)c2cccs2)[C@@H](O)[C@H](O)C1)C(N)=O	i
O=C(NCCS(=O)(=O)N1CCN(c2ccc(F)cc2)CC1)C1CC(=O)N(c2ccc(F)cc2)C1 (stereo not drawn)	93%[activator]
COc1ccc(CNC(=O)Nc2ccc3c(c2)N(C)C(=O)c2ccccc2S3)cc1	-20%
Cc1noc(-c2ccc(OC3CN(C(=O)Cc4ccccc4)C3)cc2)n1	-17%[5.79 µM]
COCCOC1CCOC2(CCN(C(=O)C3(c4ccccc4)CC3)CC2)C1 (stereo not drawn)	i
COc1ccc(CNC(=O)Cc2ccc(NC(=O)N3CCSc4ncccc43)cc2)cc1	i
CN1C[C@H](C(=O)NCc2ccncc2)C[C@H]1c1cccc(C(F)(F)F)c1	i
O=C(N[C@@H]1CCOC[C@H]1OCCO)c1ccc(CN2CCCCCC2)cc1	-10%
CC(=O)N1c2ccc(S(=O)(=O)NCCC(=O)N(C)Cc3ccccc3)cc2CC1C (stereo not drawn)	-15%
CC(C)Cc1cc(C(=O)N2CCC3(CC2)Nc2ccccc2NC3=O)n[nH]1	-17%
CC(C)C(=O)N1CCC2(CC1)OCC(C(=O)N1CCCC1)N2C(=O)c1ccccc1 (stereo not drawn)	7%
Cc1ccc(C(=O)NCC(c2ccco2)S(=O)(=O)c2ccc(Cl)cc2)cc1C (stereo not drawn)	i
O=C(NCC1CCCO1)c1cc2c(=O)[nH]c(-c3ccccc3)cn2n1 (stereo not drawn)	?
CCOC(=O)c1ccc(NC(=O)C2CC(=O)N(c3n[nH]c4ccccc34)C2)cc1 (stereo not drawn)	-22%
Cc1cc(C)cc(NC(=O)c2cnn(-c3ccc(C)c(C)c3)c2C2CCNCC2)c1	4µM*

# A different layout for three compounds above:
compound: CC(C)Cc1cc(C(=O)N2CCC3(CC2)Nc2ccccc2NC3=O)n[nH]1
  Pf Dd2 growth: -17%

compound: CC(C)C(=O)N1CCC2(CC1)OCC(C(=O)N1CCCC1)N2C(=O)c1ccccc1 (stereo not drawn)
  Pf Dd2 growth: 7%

compound: Cc1ccc(C(=O)NCC(c2ccco2)S(=O)(=O)c2ccc(Cl)cc2)cc1C (stereo not drawn)
  Pf Dd2 growth: i

# More entries:
Compound	Pf Dd2 growth
COc1cccc(C(=O)NCC(=O)OCc2cc(=O)n3ccsc3n2)c1	25%
CC(C)CCN1CCC(N2CCN(S(=O)(=O)c3ccc4c(c3)CCC4)CC2)C1=O (stereo not drawn)	7.1µM*
CCOc1ccccc1NC(=O)CSc1nc2c(oc3ccccc32)c(=O)n1-c1ccc(C)c(C)c1	?
CC(=O)N1CCCC2(C1)CN(C)c1ccc(C(=O)NCC(F)(F)F)cc12 (stereo not drawn)	7%[44.1 µM]
O=C(Nc1ccccc1C(=O)OCc1cc(=O)n2ccsc2n1)c1ccc(Cl)cc1	26%
Cc1ccc(NC(=O)Cn2nc3c(cc2=O)CCCC3)cc1Cl	9%
O=C1NCCCCCCN[C@H]2C[C@H](c3nc(-c4cccnc4)no3)C[C@@H]12	?
O=C(c1ccc(Br)o1)N1CCN(C2CCN(Cc3ccccn3)C2=O)CC1 (stereo not drawn)	?
CCOc1ccccc1C(=O)N(Cc1cc(OC)c(OC)c(OC)c1)C1CCS(=O)(=O)C1 (stereo not drawn)	9%
CCc1ccc(NC(=O)N(Cc2c[nH]c3ccccc23)C2CCCCCC2)cc1	?
COCCC(=O)N1CC[C@H]2COC(=O)N2c2cc(F)ccc2C1	-12%[44.1 µM]
O=C(CC1=C2CCCCC2N(Cc2ccccc2)C1=O)NC1CC1 (stereo not drawn)	-3%
CN(C)c1cccc(-c2cnc(NC(=O)c3ccncc3)c3c2CCO3)c1	?
O=C(CCn1nnc2ccccc21)N1CCc2c(ncnc2N2CCOCC2)C1	12%
CN(Cc1ccccc1)C(=O)CN1C(=O)CSc2ccc(S(=O)(=O)N3CCOCC3)cc21	i
Cc1c2cnn(-c3ccccc3)c(=O)c2c(C)n1CCCC(=O)Nc1cccc(F)c1	9%
CC1=NS(=O)(=O)N(C)C=C1C(=O)OCc1nc(Cc2cccc(C)c2)no1	16%
CCCCNC(=O)CCn1nc(-c2ccc(Cl)cc2)c2ccccc2c1=O	i
C=CCNC(=O)C[C@@H]1CCN(S(=O)(=O)c2ccc(OC)cc2)C[C@@H]1CC	-24%[44.1 µM]
CCOc1ccc(C(=O)NCCn2cc(SCC(=O)Nc3ccccc3)c3ccccc32)cc1	4.5µM*

# Following part
Compound	Pf Dd2 growth
Cc1ccc(C(=O)Nc2c(C)nc3ccccn3c2=O)cc1C	i
CCc1nn2c(=O)c(S(=O)(=O)Nc3ccc(Br)cc3F)c(C)nc2s1	0%
O=C1CCN(C(=O)c2ccccc2)CCCC(C(=O)NCCCN2CCCC2)CCN1 (stereo not drawn)	21%
COc1ccc(-c2nc(C(C)C)nc3c2CCN(C(=O)Nc2ccccc2)CC3)cc1	5µM*
COc1ccc(Cl)cc1NC(=O)c1cc(C)nc2c1c(C)nn2-c1ccccc1	?
Cc1ccc2scc(N3CCC(C)CC3)c(=O)c2c1	?
CCCN(CC1CCOC1)S(=O)(=O)c1ccc2c(c1)OCCO2 (stereo not drawn)	20%[5.79 µM]
CNC(=O)CN(C)C(=O)c1cc2c(s1)CCN(C(=O)c1ccc(Cl)cc1)C2	-13%
Cc1ccccc1C(=O)NCc1ccnc2[nH]ccc12	4%[44.1 µM]
COCCN(CCOC)CC[C@@H]1CC[C@H](O)[C@@H](C(=O)Nc2ccccc2)O1	16µM*
F[C@@H]1CN(Cc2ccnc3ccccc23)C[C@@H]1OCc1nc2ncccc2[nH]1	?
CNC(=O)[C@@H]1CN(C(=O)CCc2c[nH]c3ccccc23)C[C@H]1c1n[nH]c(C)n1	0%
Cc1nccn1CC(=O)N1CCCn2cc(-c3cccc(C#N)c3)nc21	?
COc1cc(CN(C(=O)c2cccc(C)c2)c2ccccn2)cc(OC)c1OC	18%
Cc1ccc(CNC(=O)CSc2nc(=O)[nH]c3c2CCCC3)cc1	14%
COCCN1CCC(N2CCN(S(=O)(=O)c3ccc(C)c(C)c3)CC2)C1=O (stereo not drawn)	-14%
Cc1cc(C)cc(NC(=O)N2CCN(c3cc(-c4noc(C)n4)ccc3C)CC2)c1	-29%
O=C(NCc1ccco1)C1CC(c2ccccc2)CN(C(=O)c2ccccc2F)C1 (stereo not drawn)	i
Cc1nn2c3c(cnc2c1-c1ccc(F)cc1)C(=O)CC(c1ccccc1)C3 (stereo not drawn)	?
O=C(CCC1N=C2c3ccccc3N=C(SCc3ccccc3Cl)N2C1=O)NCCc1ccccc1 (stereo not drawn)	i

# Following part:
Compound	Pf Dd2 growth
Cc1c(Cl)cccc1-n1ncc(C(=O)Nc2ccc(F)cc2F)c1C1CCN(C(=O)OC(C)(C)C)CC1	-3%
O=[S+]([O-])(c1ccc(Br)cc1)c1nnn2c1nc(N1CCOCC1)c1ccccc12	?
Cc1ccc(CN2C(=O)NC3(CCCN(C(=O)c4ccccc4F)C3)C2=O)cc1 (stereo not drawn)	-19%
COc1ccc(OC)c(NC(=O)Cn2cc(C(=O)c3ccccc3F)c3ccccc32)c1	-12%
Fc1cccc(-c2noc(-c3nc(-c4ccncc4)no3)n2)c1	-23%
CCN(C(=O)Cn1nc2c3cc(F)ccc3n(Cc3cccc(C)c3)cc-2c1=O)c1cccc(C)c1	?
COc1ccc(Cc2nc3nccc(-c4ccc(OC)cc4)n3n2)cc1	?
CCCCN(CC)CCCNC(=O)C1CCN(c2nc3ccc(CC)cc3s2)CC1	?
O=[S+]([O-])(c1cccs1)N1CC(Oc2ccc(F)cc2F)C1	-19%
Cc1nc(N2CCC(NC(=O)Cc3cccs3)CC2)cc(C(F)(F)F)n1	i
CNCC(=O)N1CCC2(CC1)CN(CCOc1ccccc1)C(=O)O2	?
Cc1cccc(-n2c(SCC(=O)Nc3ccc(C)c(C)c3)nc3n[nH]c(C)c3c2=N)c1	?
COC(=O)c1ccc(Cn2c(SCC(=O)Nc3ccc(F)cc3)nc3ccccc32)cc1	22%
CCOC(=O)c1cccc(NC(=O)N2CC[C@@H](CC(=O)Nc3nccs3)[C@@H](CC)C2)c1	0%
CCCN(C(=O)c1cc2c(s1)-c1ccccc1OC2)c1ccc(C(C)C)cc1	i
CCOc1cc2[nH]c(=O)n(Cc3ccc(C(=O)N4CCN(c5ccccc5)CC4)cc3)c(=O)c2cc1OCC	?
COc1cccc(C(=O)Nc2c3c(nn2-c2ccc(Cl)cc2)CS(=O)(=O)C3)c1	?
Cc1cccc(N2CCN(c3ccc(C(=O)O)cc3NC(=O)c3ccccc3F)CC2C)c1 (stereo not drawn)	-9%
Cn1ccnc1C(=O)N1CCCN(S(C)(=O)=O)C(c2ccccc2)CC(=O)NCC1 (stereo not drawn)	i
CS(=O)(=O)N(Cc1cccnc1)C1CN(C(=O)c2[nH]nc3c2CCc2ccccc2-3)C1	?

# A second format for some results above.
> Cc1cccc(-n2c(SCC(=O)Nc3ccc(C)c(C)c3)nc3n[nH]c(C)c3c2=N)c1
  Pf Dd2 growth = ?

> COC(=O)c1ccc(Cn2c(SCC(=O)Nc3ccc(F)cc3)nc3ccccc32)cc1
  Pf Dd2 growth = 22%

> CCOC(=O)c1cccc(NC(=O)N2CC[C@@H](CC(=O)Nc3nccs3)[C@@H](CC)C2)c1
  Pf Dd2 growth = 0%

> CCCN(C(=O)c1cc2c(s1)-c1ccccc1OC2)c1ccc(C(C)C)cc1
  Pf Dd2 growth = i

# Next part.
Compound	Pf Dd2 growth
COC(=O)c1cc(S(=O)(=O)N2CCN(c3ccc(F)cc3)CC2)cn1C	11%
COc1ccccc1N1CCN(CC[C@@H]2CC[C@H](O)[C@@H](C(=O)NC3CC3)O2)CC1	-22%[44.1 µM]
CNC(=O)c1c(NC(=O)c2ccc(S(=O)(=O)N3CCCC(C)C3)cc2)sc2c1CCC2 (stereo not drawn)	?
CCC(=O)N1CCc2cc(Br)cc(S(=O)(=O)N3CCCC(C(=O)Nc4cccc(F)c4)C3)c21 (stereo not drawn)	3.5µM*
O=C1CC2(CCN(Cc3ccc(C(F)(F)F)cc3)CC2)Oc2cc(Cl)ccc21	i
COc1ccc(S(=O)(=O)N2CCCN(CC(=O)Nc3ccc(NC(C)=O)cc3)CC2)cc1	69%[activator]
CC(C)(C)NC(=O)N1CCC(OC2CCN(S(C)(=O)=O)CC2)CC1	7%
CN(C)c1ccc(C(CNS(=O)(=O)c2ccc(Br)cc2)N2CCOCC2)cc1 (stereo not drawn)	-19%
COCc1noc([C@@H]2CC(F)(F)CN2C(=O)COc2ccccc2)n1	i
O=C(Cn1nc2c(cc1=O)CCCCC2)NC1CCCC1	-17%
CC(=O)N1C[C@@H]2CCCN3CCC[C@@H]([C@H]23)[C@H]1CCCC(=O)NCCN1CCCCC1	-8%
COc1cc(NC(=O)CN2CCN(c3ccc(F)cc3)CC2)cc(OC)c1	14%
O=C(c1cnc2c(c1)N(C(=O)CCc1ccccc1)CCC2)N1CCC(c2ccccc2)CC1	132%[activator]
CCn1cc(/C=C(\NC(=O)c2ccc(C)cc2)C(=O)NCCCn2ccnc2)c2ccccc21	2%
CCOC(=O)c1sc2ccccc2c1S(=O)(=O)N1CCN(c2ccccc2)CC1	?
CNC(=O)[C@@H](C1CC1)N1CCC[C@H]1C(=O)NC(C)(C)C	20%[44.1 µM]
COc1ccc(S(=O)(=O)N2Cc3ccccc3CC2C(=O)Nc2cccc(C)c2)cc1OC (stereo not drawn)	-13%
COc1ccc(CCNS(=O)(=O)c2ccc(F)c(C(=O)Nc3ccc(Cl)cc3)c2)cc1OC	36%[activator]
C[C@]1(CO)[C@H]2Cc3sc(NC(=O)c4ccco4)nc3[C@@H](CC(=O)O)[C@]2(C)CC[C@H]1O	i
COc1ccc(CCC(=O)N2CCCC2c2nc(C3CCOCC3)no2)cc1 (stereo not drawn)	-6%

# The results go on:
Compound	Pf Dd2 growth
CSc1ccc(-c2nc3c(C)cccn3c2Nc2ccc3c(c2)OCCO3)cc1	?
COc1ccc(C(=O)Nc2ccc(-c3noc([C@@H]4CCCN4Cc4ccco4)n3)cn2)cc1	-1%
CCCNC(=O)Cc1csc2nc(C)c(-c3cc(C)n(-c4cc(Cl)ccc4C)n3)c(=O)n12	-10%
COc1ccc(NC(=O)Cc2c(C(=O)O)[nH]c3ccccc23)cc1OC	8%
NC(=O)c1cccc(CN2CCCC3(Cc4ccccc4N(C(=O)c4ccc(Cl)cc4)C3)C2)c1 (stereo not drawn)	?
Cc1noc(-c2ccc(OC3CN(C(=O)c4ccoc4)C3)cc2)n1	i[5.79 µM]
COc1ccc(Br)cc1CNC(=O)c1cc(=O)[nH]c2ccc(S(=O)(=O)N3CCCCC3)cc12	3%
COc1ccc(NC(=O)CSc2ccc(-c3cccs3)nn2)cc1	?
COc1cccc(CNC(=O)c2c(C)oc3ncnc(N4CCOCC4)c23)c1	43%[activator]

# Source: PubChem BioAssay (National Center for Advancing Translational Sciences (NCATS))
